Source: PubChem
GAA850 FXN act – FXN promoter activators, primary screen, cell-based, luciferase luminescence, HEK293 lucGAA850. actives 0.56% (n = 360,000). activation, % at 6 µM. HEK293 lucGAA850 FXN promoter luciferase reporter, 24 h; percent of 10 µM SAHA response. AID 540364, 2011;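 active means activation above the average of all compounds screened plus 3 SD, cutoff fixed separately per campaign, cut at about 7.5% in these data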;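 further: 0% = DMSO wells and 100% = 10 µM SAHA wells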
ssDAF12 agonist – S. stercoralis DAF-12 nuclear receptor activators, primary screen, cell-based, luminescence, HEK293, GRIP1 co-expression, lit1-tk-luc | Nuclear hormone receptor DAF-12 (Strongyloides stercoralis) | HEK293 ssDAF-12/GRIP1 lit1-tk-luc reporter; % of 3 µM dafachronic acid response | activation, % at 6.8 µM | actives 1% (n = 370,000) | AID 652126, 2013;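 active means activation above the mean over all tested compounds plus 3 SD, cut at about 0.9% in these data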;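 further: 0% = DMSO-only wells and 100% = 3 µM delta7-dafachronic acid wells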
hgDAF12 agonist – H. glycines DAF-12 receptor agonists, primary screen, cell-based, luminescence, HEK293, GAL4 fusion, UAS-luciferase. AID 687014, 2013. Nuclear hormone receptor DAF-12 (Heterodera glycines), GAL4 fusion. activation, % at 6.8 µM. HEK293 GAL4-hgDAF12 UAS-luciferase reporter, agonist luminescence; normalized to butyrate control. actives 1.8% (n = 370,000);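 active means activation above a cutoff set at the mean of all screened compounds plus 3 SD, cut at about 10% in these data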;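 further: 0% = DMSO wells and 100% = sodium butyrate wells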
DAX1 inh-1 – DAX1 (NR0B1) inhibitors, primary screen, cell-based, HEK293, Gal4-DAX1, luciferase luminescence; HEK293 Gal4-DAX1 luciferase reporter; actives 0.99% (n = 340,000); inhibition, % at 6.75 µM; Nuclear receptor subfamily 0 group B member 1 (Homo sapiens), P51843; AID 504766, 2011;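 active means inhibition above the mean over all tested compounds plus 3 SD, cut at about 4.2% in these data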;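 further: 0% = DAX1-transfected cells with DMSO and 100% = empty-vector control cells with DMSO; inhibition shows as a rise in luminescence from relieved DAX1 repression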
Target sequence (P51843 207-470 limits assumed): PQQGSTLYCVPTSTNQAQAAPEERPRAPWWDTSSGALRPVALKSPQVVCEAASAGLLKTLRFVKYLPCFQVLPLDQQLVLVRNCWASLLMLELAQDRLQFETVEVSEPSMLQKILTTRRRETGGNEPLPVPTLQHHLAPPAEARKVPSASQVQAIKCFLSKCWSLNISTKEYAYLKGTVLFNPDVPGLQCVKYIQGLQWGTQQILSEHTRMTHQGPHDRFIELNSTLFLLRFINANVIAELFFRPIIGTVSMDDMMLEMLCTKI
ADAM17 inh – ADAM17 inhibitors, primary screen, biochemical, QFRET; actives 0.83% (n = 370,000); Disintegrin and metalloproteinase domain-containing protein 17 (Homo sapiens), P78536; recombinant ADAM17, EDANS/DABCYL FRET peptide cleavage; inhibition, % at 6.95 µM;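 active means inhibition above the mean of compounds lying between control limits plus 3 SD, set per campaign, cut at about 8.5% in these data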;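 further: 0% = DMSO-only wells as the low control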
hcDAF-12 act – H. contortus DAF-12 nuclear receptor activators, primary screen, cell-based, luminescence, HEK293, lit1-tk-luc reporter | actives 1.4% (n = 370,000) | activation, % at 6.8 µM | AID 652067, 2013 | HEK293 hcDAF-12 lit1-tk-luc reporter; 0% DMSO, 100% Δ7-dafachronic acid;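 active means activation above the mean of all tested compounds plus 3 SD, cut at about 5.5% in these data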;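 further: 100% = response to 3 µM Δ7-dafachronic acid high control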
DAX1 inh-2 – DAX1 (NR0B1) inhibitors on StAR promoter, primary screen, cell-based, luminescence, SF-1 (NR5A1), full-length DAX-1 | inhibition, % at 6.8 µM | AID 652010, 2013 | actives 1.1% (n = 370,000) | HEK293T StAR-luciferase reporter, SF-1/DAX-1 repression relief;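 active means inhibition above the mean over all tested compounds plus 3 SD, cut at about 3.6% in these data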;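 further: 0% = DAX-1 cells with DMSO and 100% = cells lacking DAX-1 with DMSO; higher inhibition means more luminescence from relief of DAX-1 repression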
ADAM10 inh – human ADAM10 inhibitors, primary screen, biochemical, QFRET, HTS. recombinant ADAM10, EDANS/DABCYL FRET peptide cleavage, 3 h. Disintegrin and metalloproteinase domain-containing protein 10 (Homo sapiens), O14672. actives 0.62% (n = 370,000). inhibition, % at 7 µM. AID 720582, 2013;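 active means inhibition above a per-campaign cutoff equal to the mean of compounds falling between control-based bounds plus 3 SD, cut at about 20% in these data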;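 further: 0% = DMSO wells while the 100% control is not disclosed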
PLCg1 inh – PLC-gamma1 enzyme inhibitors, primary screen, biochemical, fluorescence, purified enzyme; AID 720700, 2013; inhibition, % at 12.2 µM; actives 0.84% (n = 370,000); 1-phosphatidylinositol 4,5-bisphosphate phosphodiesterase gamma-1 (Homo sapiens), P19174; fluorogenic substrate; in the data active means inhibition above about 9.5%
PLCb3 inh – human PLC-beta3 inhibitors, primary screen, biochemical, fluorescence; inhibition, % at 12.2 µM; actives 0.18% (n = 370,000); 1-phosphatidylinositol 4,5-bisphosphate phosphodiesterase beta-3 (Homo sapiens), Q01970; Purified PLC-beta3, fluorogenic substrate; AID 720704, 2013; in the data active means inhibition above about 11%;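 further: 0% = median of compound wells on plate and 100% = full blocker control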
sPLA2-III inh – human group III sPLA2 inhibitors, primary screen, biochemical, QFRET, BODIPY PC-A2 liposome substrate; QFRET BODIPY PC-A2 liposome hydrolysis, fluorescence; inhibition, % at 12.2 µM; actives 0.56% (n = 370,000); Group 3 secretory phospholipase A2 (Homo sapiens), Q9NZ20;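 active means inhibition above mean plus 3 SD of compounds lying within the high and low control bounds, cut at about 19% in these data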;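 further: 0% = median of test compound wells and 100% = no enzyme DMSO wells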
Target sequence (Q9NZ20 whole entry, looked up): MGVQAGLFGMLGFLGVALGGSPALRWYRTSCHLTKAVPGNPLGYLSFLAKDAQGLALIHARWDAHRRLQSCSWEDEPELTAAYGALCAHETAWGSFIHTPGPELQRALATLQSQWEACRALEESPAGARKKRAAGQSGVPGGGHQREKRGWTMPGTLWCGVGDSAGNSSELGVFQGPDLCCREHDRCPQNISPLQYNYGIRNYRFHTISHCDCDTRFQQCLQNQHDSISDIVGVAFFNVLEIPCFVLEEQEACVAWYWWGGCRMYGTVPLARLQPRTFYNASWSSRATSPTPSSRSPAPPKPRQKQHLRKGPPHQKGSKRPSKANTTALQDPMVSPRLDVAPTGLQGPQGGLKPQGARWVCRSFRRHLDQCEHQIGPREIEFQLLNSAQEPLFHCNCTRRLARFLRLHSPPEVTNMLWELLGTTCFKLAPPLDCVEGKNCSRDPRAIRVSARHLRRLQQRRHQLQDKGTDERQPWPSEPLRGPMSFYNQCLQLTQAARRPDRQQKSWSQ
Active calls of the source: *.

Screening COCCCNC(=O)c1ccc2c(c1)nc(C)n2-c1cccc(C)c1 returned GAA850 FXN act 1.5, ssDAF12 agonist -1.3, hgDAF12 agonist 0.3, DAX1 inh-1 0.0, ADAM17 inh 2.9, hcDAF-12 act -0.5, DAX1 inh-2 0.7, ADAM10 inh 2.1, PLCg1 inh 4.4, PLCb3 inh -1.3 and sPLA2-III inh 8.8.
O=C(CSc1nnc2ccccn12)NC(=O)c1ccccc1Cl was read as GAA850 FXN act -0.6, ssDAF12 agonist -0.6, hgDAF12 agonist 3.6, DAX1 inh-1 -0.6, ADAM17 inh -17.0, hcDAF-12 act 0.4, DAX1 inh-2 -0.4, ADAM10 inh -41.3, PLCg1 inh -12.9, PLCb3 inh -24.2 and sPLA2-III inh 14.8.
For COc1ccc(C(=O)c2sc(Nc3ccc(NC(C)=O)cc3)nc2C)cc1 the results were GAA850 FXN act 0.5, ssDAF12 agonist -1.8, hgDAF12 agonist -2.2, DAX1 inh-1 -2.1, ADAM17 inh -2.3, hcDAF-12 act -2.8, DAX1 inh-2 -0.3, ADAM10 inh -2.4, PLCg1 inh -48.9, PLCb3 inh -74.0 and sPLA2-III inh 6.3.
`CC(C)(C)C(=O)Nc1cc2c3c(c1)CCC(=O)N3CCC2` gave GAA850 FXN act -1.0, ssDAF12 agonist -1.3, hgDAF12 agonist 0.1, DAX1 inh-1 0.9, ADAM17 inh -1.4, hcDAF-12 act 0.0, DAX1 inh-2 -0.1, ADAM10 inh -4.2, PLCg1 inh 1.4, PLCb3 inh -8.0 and sPLA2-III inh 0.3.
NS(=O)(=O)c1ccc(CCNC(=O)c2ccc3nc4ccc(Cl)cc4c(=O)n3c2)cc1 was read as GAA850 FXN act -0.7, ssDAF12 agonist -0.6, hgDAF12 agonist 0.5, DAX1 inh-1 -1.0, ADAM17 inh -17.8, hcDAF-12 act -0.5, DAX1 inh-2 -0.2, ADAM10 inh -53.0, PLCg1 inh -80.2, PLCb3 inh -94.2 and sPLA2-III inh -3.9.
For Cc1ccc(N2C(=O)CC(NCC3CCCO3)C2=O)cc1 (stereo not given) the results were GAA850 FXN act 2.0, ssDAF12 agonist -1.3, hgDAF12 agonist 0.6, DAX1 inh-1 1.1, ADAM17 inh -4.3, hcDAF-12 act -0.7, DAX1 inh-2 1.0, ADAM10 inh -7.5, PLCg1 inh 1.0, PLCb3 inh 1.3 and sPLA2-III inh 2.6.
Screening O=C(Nc1nc(-c2ccc(S(=O)(=O)N3CCCCCC3)cc2)cs1)c1ccccc1 returned GAA850 FXN act -7.6, ssDAF12 agonist -2.8, hgDAF12 agonist -8.8, DAX1 inh-1 -6.9, ADAM17 inh 4.2, hcDAF-12 act -4.7, DAX1 inh-2 -3.4, ADAM10 inh -6.7, PLCg1 inh -13.8, PLCb3 inh -13.2 and sPLA2-III inh -8.7.
`CCN(c1ccccc1)S(=O)(=O)c1ccc(Cl)c(C(=O)N(CC2CCCO2)C2CCS(=O)(=O)C2)c1` (stereo not given) gave GAA850 FXN act 1.8, ssDAF12 agonist -1.3, hgDAF12 agonist -3.4, DAX1 inh-1 0.8, ADAM17 inh 2.2, hcDAF-12 act -1.3, DAX1 inh-2 -0.3, ADAM10 inh 3.5, PLCg1 inh 3.9, PLCb3 inh 0.2 and sPLA2-III inh 1.9.
Screening CC(=O)c1ccc(-c2cnc3c(NC=O)cc(-c4ccc(C(=O)N5CCOCC5)cc4)cn23)cc1 returned GAA850 FXN act -2.1, ssDAF12 agonist -1.6, hgDAF12 agonist 0.2, ADAM17 inh -21.4, hcDAF-12 act -3.2, DAX1 inh-2 -2.3, ADAM10 inh -78.6, PLCg1 inh -322.2, PLCb3 inh -403.6 and sPLA2-III inh 8.4.
COc1ccc(NC(=O)Cc2cccs2)c(OC)c1 was read as GAA850 FXN act -2.1, ssDAF12 agonist -0.3, hgDAF12 agonist 10.5*, DAX1 inh-1 -0.9, ADAM17 inh -0.2, hcDAF-12 act 0.8, DAX1 inh-2 0.8, ADAM10 inh -0.5, PLCg1 inh 2.4, PLCb3 inh -2.2 and sPLA2-III inh 5.9.
`COc1ccccc1N(C(=O)c1snc(C(N)=O)c1N)C(C(=O)NC1CCCC1)c1ccc(N(C)C)cc1` (stereo not given) gave GAA850 FXN act -0.1, ssDAF12 agonist -0.3, hgDAF12 agonist 1.0, DAX1 inh-1 1.9, ADAM17 inh -2.6, hcDAF-12 act -2.4, DAX1 inh-2 0.8, ADAM10 inh -1.0, PLCg1 inh 1.2, PLCb3 inh -2.2 and sPLA2-III inh 5.6.
Screening CC(=O)c1cccc(NC(=O)c2ccc3ccccc3c2)c1 returned GAA850 FXN act 2.6, ssDAF12 agonist 0.8, hgDAF12 agonist 19.2*, DAX1 inh-1 2.2, ADAM17 inh -3.5, hcDAF-12 act 3.9, DAX1 inh-2 3.2, ADAM10 inh 3.6, PLCg1 inh -2.0, PLCb3 inh -7.0 and sPLA2-III inh -8.1.
Screening Cc1c(C(=O)Nc2cccc(N(C)S(C)(=O)=O)c2)cccc1[N+](=O)[O-] returned GAA850 FXN act 0.8, ssDAF12 agonist 0.3, hgDAF12 agonist 0.9, DAX1 inh-1 0.9, ADAM17 inh 6.7, hcDAF-12 act 0.1, DAX1 inh-2 0.1, ADAM10 inh 6.3, PLCg1 inh 13.6*, PLCb3 inh 14.4* and sPLA2-III inh -4.0.
C=CCN=C1CC(C)(C)CC(=O)/C1=C(/O)CCC(=O)OC was read as GAA850 FXN act 0.6, ssDAF12 agonist -1.2, hgDAF12 agonist 1.4, DAX1 inh-1 0.8, ADAM17 inh -0.1, hcDAF-12 act -1.4, DAX1 inh-2 -0.1, ADAM10 inh -11.7, PLCg1 inh 4.8, PLCb3 inh -5.2 and sPLA2-III inh 10.1.
O=C(Nc1cc(C(F)(F)F)ccc1-n1cncn1)C1CC1 was read as GAA850 FXN act 1.2, ssDAF12 agonist -0.2, hgDAF12 agonist -1.7, DAX1 inh-1 0.0, ADAM17 inh -7.8, hcDAF-12 act -0.3, DAX1 inh-2 -1.0, ADAM10 inh 0.1, PLCg1 inh 1.8, PLCb3 inh -3.6 and sPLA2-III inh 3.6.
For CNC(=O)CSCc1cnn(-c2ccccc2)c1-n1cccc1 the results were GAA850 FXN act -1.0, ssDAF12 agonist -1.9, hgDAF12 agonist -1.6, DAX1 inh-1 2.0, ADAM17 inh 0.2, hcDAF-12 act -1.4, DAX1 inh-2 0.2, ADAM10 inh -7.5, PLCg1 inh 3.2, PLCb3 inh 3.2 and sPLA2-III inh 2.8.
CCN1CCN(CC(=O)Nc2ccc(C)cc2C)C(=O)C1=O was read as GAA850 FXN act -0.9, ssDAF12 agonist -0.6, hgDAF12 agonist -0.1, DAX1 inh-1 2.0, ADAM17 inh 1.1, hcDAF-12 act 0.4, DAX1 inh-2 0.3, ADAM10 inh 7.5, PLCg1 inh 2.4, PLCb3 inh 1.2 and sPLA2-III inh -1.2.
`CC1(C(=O)NCc2cccs2)CCN1C(=O)Cc1cccc2ccccc12` (stereo not given) gave GAA850 FXN act 1.4, ssDAF12 agonist -1.4, hgDAF12 agonist -1.8, ADAM17 inh -4.1, hcDAF-12 act -1.2, DAX1 inh-2 -1.1, ADAM10 inh -5.5, PLCg1 inh -16.0, PLCb3 inh -0.9 and sPLA2-III inh 4.3.
`O=S(=O)(c1ccc(-c2csc(-c3cccnc3)n2)cc1)N1CCOCC1` gave GAA850 FXN act 1.1, ssDAF12 agonist -1.3, hgDAF12 agonist 0.8, DAX1 inh-1 -0.1, ADAM17 inh -1.3, hcDAF-12 act -1.7, DAX1 inh-2 -0.1, ADAM10 inh -10.9, PLCg1 inh -1.5, PLCb3 inh 2.7 and sPLA2-III inh -5.0.
`O=C(NCc1ccco1)Nc1c(Cl)cc(Cl)cc1Cl` gave ssDAF12 agonist -0.7, hgDAF12 agonist 0.4, ADAM17 inh -2.8, hcDAF-12 act 0.0, DAX1 inh-2 0.1, ADAM10 inh 2.8, PLCg1 inh 0.5, PLCb3 inh -1.5 and sPLA2-III inh -0.3.
Screening CC1CCCC(NC(=O)COC(=O)c2cccc(S(=O)(=O)N3CCCCC3)c2)C1C (stereo not given) returned GAA850 FXN act 0.7, ssDAF12 agonist -1.3, hgDAF12 agonist 0.6, DAX1 inh-1 0.0, ADAM17 inh -1.6, hcDAF-12 act -0.1, DAX1 inh-2 -0.6, ADAM10 inh -5.8, PLCg1 inh -1.2, PLCb3 inh -5.0 and sPLA2-III inh -3.6.
Screening CCOc1ccccc1NC(=O)CCc1nnc2ccc(N3CCC4(CC3)OCCO4)nn12 returned GAA850 FXN act -3.2, ssDAF12 agonist -0.9, hgDAF12 agonist 2.5, DAX1 inh-1 0.6, ADAM17 inh -1.5, hcDAF-12 act -1.0, DAX1 inh-2 -0.4, ADAM10 inh -1.3, PLCg1 inh -4.2, PLCb3 inh -5.9 and sPLA2-III inh 3.0.
CCCCNC(=S)Nc1cccc(S(=O)(=O)NC2=NCCC2)c1 was read as GAA850 FXN act 0.9, ssDAF12 agonist -0.7, hgDAF12 agonist 2.2, DAX1 inh-1 1.0, ADAM17 inh -2.8, hcDAF-12 act -1.8, DAX1 inh-2 1.6, ADAM10 inh -0.2, PLCg1 inh 5.5, PLCb3 inh -6.7 and sPLA2-III inh 6.6.
`COc1ccccc1NC(=O)c1ccc(C(=O)c2ccccc2)o1` gave GAA850 FXN act -0.1, ssDAF12 agonist -1.9, hgDAF12 agonist 0.2, DAX1 inh-1 0.1, ADAM17 inh 0.2, hcDAF-12 act -2.5, DAX1 inh-2 -0.5, ADAM10 inh 3.0, PLCg1 inh -0.7, PLCb3 inh -1.4 and sPLA2-III inh -7.3.
`Cc1ccc(OCC(=O)N2CCN(c3ccc([N+](=O)[O-])c(N4CCOCC4)c3)CC2)cc1` gave GAA850 FXN act -0.9, ssDAF12 agonist -2.0, hgDAF12 agonist 1.7, DAX1 inh-1 1.1, ADAM17 inh 0.6, hcDAF-12 act 0.4, DAX1 inh-2 -1.6, ADAM10 inh 2.5, PLCg1 inh 0.6, PLCb3 inh 0.2 and sPLA2-III inh -1.7.
